hcDAF-12 act – activators of H. contortus DAF-12 nuclear receptor. HEK293 hcDAF-12 lit1-tk-luc reporter, luminescence; 0% DMSO, 100% Δ7-dafachronic acid. activation, % at 6.8 µM. 370,000 tested, 1.4% active. AID 652067;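 active = activation above the mean of all tested compounds plus 3 SD, cut at about 5.5% in these data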;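 note: 100% = response to 3 µM Δ7-dafachronic acid high control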
NPR2 activator – GC-B (human) receptor activation; HEK293-GC-B cells, CNP EC30, cGMP TR-FRET; 0% at EC30 CNP, 100% saturating CNP; activation, % at 10 µM; 370,000 tested, 0.11% active;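 active = activation at 10 µM reaching about 35% in either raw or pattern-adjusted values, limit read from the data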
ADAM10 inh – ADAM10 inhibition, QFRET primary screen | O14672 | recombinant ADAM10, EDANS/DABCYL FRET peptide cleavage, 3 h | inhibition, % at 7 µM | 370,000 tested, 0.62% active;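 active = inhibition above a per-campaign cutoff equal to the mean of compounds falling between control-based bounds plus 3 SD, cut at about 20% in these data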;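 note: 0% = DMSO wells while the 100% control is not disclosed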
DAX1 inh-1 – blocks DAX1 repression of SF-1 activated StAR promoter. HEK293T StAR-luciferase reporter, SF-1/DAX-1 repression relief. inhibition, % at 6.8 µM. AID 652010. 370,000 tested, 1.1% active;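 active = inhibition above the mean over all tested compounds plus 3 SD, cut at about 3.6% in these data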;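 note: 0% = DAX-1 cells with DMSO and 100% = cells lacking DAX-1 with DMSO; higher inhibition means more luminescence from relief of DAX-1 repression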
hgDAF-12 ag – activates the H. glycines DAF-12 receptor ligand-binding domain. 370,000 tested, 1.8% active. activation, % at 6.8 µM. AID 687014. HEK293 GAL4-hgDAF12 UAS-luciferase reporter, agonist luminescence; normalized to butyrate control;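 active = activation above a cutoff set at the mean of all screened compounds plus 3 SD, cut at about 10% in these data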;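 note: 0% = DMSO wells and 100% = sodium butyrate wells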
SMARCA2 act – SMARCA2 function activation, primary screen | MG213 cells, MMTV-luciferase reporter, dexamethasone, overnight | AID 652017 | activation, % at 9.1 µM | 370,000 tested, 1% active; in the data active = activation above about 7.8%;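 note: 0% = vehicle wells and 100% = reference activator wells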
NPR1 activator – GC-A (human) enzyme activation; P16066; HEK293 GC-A cells, cGMP TR-FRET, EC30 ANP; 0% at EC30 ANP, 100% saturating ANP; activation, % at 10 µM; 370,000 tested, 0.14% active; in the data active = activation above about 40%
FXN GAA850 act – activators of GAA850 frataxin (FXN) promoter; HEK293 lucGAA850 FXN promoter luciferase reporter, 24 h; percent of 10 µM SAHA response; activation, % at 6 µM; 360,000 tested, 0.56% active;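 active = activation above the average of all compounds screened plus 3 SD, cutoff fixed separately per campaign, cut at about 7.5% in these data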;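 note: 0% = DMSO wells and 100% = 10 µM SAHA wells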
sPLA2-III inh – Inhibits HGIII-sPLA2 liposome hydrolysis, primary screen. Q9NZ20. QFRET BODIPY PC-A2 liposome hydrolysis, fluorescence. inhibition, % at 12.2 µM. 370,000 tested, 0.56% active. AID 743126;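 active = inhibition above mean plus 3 SD of compounds lying within the high and low control bounds, cut at about 19% in these data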;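 note: 0% = median of test compound wells and 100% = no enzyme DMSO wells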
Target sequence (Q9NZ20 whole entry, looked up): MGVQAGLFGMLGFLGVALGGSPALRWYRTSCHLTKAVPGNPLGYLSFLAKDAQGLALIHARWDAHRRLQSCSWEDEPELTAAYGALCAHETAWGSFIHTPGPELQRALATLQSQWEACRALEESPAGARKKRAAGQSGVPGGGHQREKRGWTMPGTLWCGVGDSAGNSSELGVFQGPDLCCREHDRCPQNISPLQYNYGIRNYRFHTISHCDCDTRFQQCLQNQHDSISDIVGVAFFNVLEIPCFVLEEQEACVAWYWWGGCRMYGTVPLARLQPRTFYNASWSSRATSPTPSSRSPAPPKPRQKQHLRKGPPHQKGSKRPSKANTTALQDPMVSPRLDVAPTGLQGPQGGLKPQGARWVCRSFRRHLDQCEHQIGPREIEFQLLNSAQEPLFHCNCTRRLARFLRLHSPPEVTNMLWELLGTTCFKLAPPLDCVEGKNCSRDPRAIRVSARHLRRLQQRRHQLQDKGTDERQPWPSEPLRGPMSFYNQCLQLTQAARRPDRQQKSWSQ
ssDAF-12 act – activates DAF-12 receptor from parasite S. stercoralis; activation, % at 6.8 µM; 370,000 tested, 1% active; HEK293 ssDAF-12/GRIP1 lit1-tk-luc reporter, luminescence; % of 3 µM dafachronic acid response;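 active = activation above the mean over all tested compounds plus 3 SD, cut at about 0.9% in these data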;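 note: 0% = DMSO-only wells and 100% = 3 µM delta7-dafachronic acid wells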
DAX1 inh-2 – inhibitors of human orphan nuclear receptor DAX1 (NR0B1); P51843; HEK293 Gal4-DAX1 luciferase reporter, luminescence; inhibition, % at 6.75 µM; 340,000 tested, 0.99% active; AID 504766;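 active = inhibition above the mean over all tested compounds plus 3 SD, cut at about 4.2% in these data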;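 note: 0% = DAX1-transfected cells with DMSO and 100% = empty-vector control cells with DMSO; inhibition shows as a rise in luminescence from relieved DAX1 repression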
Target sequence (P51843 207-470 limits assumed): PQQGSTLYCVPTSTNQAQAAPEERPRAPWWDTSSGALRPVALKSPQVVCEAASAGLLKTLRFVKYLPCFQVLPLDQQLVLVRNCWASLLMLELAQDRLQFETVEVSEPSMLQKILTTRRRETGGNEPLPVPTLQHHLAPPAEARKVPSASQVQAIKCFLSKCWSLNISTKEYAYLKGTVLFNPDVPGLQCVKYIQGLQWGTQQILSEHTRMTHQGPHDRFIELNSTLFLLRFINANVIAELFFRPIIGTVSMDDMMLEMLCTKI
* hit, by the source's call; i = inactive; . = no result given.

canonical_smiles	hcDAF-12 act	NPR2 activator	ADAM10 inh	DAX1 inh-1	hgDAF-12 ag	SMARCA2 act	NPR1 activator	FXN GAA850 act	sPLA2-III inh	ssDAF-12 act	DAX1 inh-2
Cc1noc(C)c1C(=O)N1CCC1(C)C(=O)NS(=O)(=O)c1cccc(Cl)c1 (centres undefined)	-0.6	3	-2	1.9	-1.2	-6	0	0.3	8	-1.4	.
O=C(c1ccccc1)N1CCN(C2C3CC4CC(C3)CC2C4)CC1 (centres undefined)	-0.9	3	6	0.9	1.3	1	0	0.4	1	-0.8	1.5
Cc1cccc(N(C(=O)Nc2ccccc2)C2=NCC(C)S2)c1 (centres undefined)	2.4	4	-5	0.8	15*	1	3	3.2	6	-0.8	3.6
N#Cc1ccc(N2C(=O)[C@@H]3C(C(=O)c4ccc5ccccc5n4)=NN[C@@H]3C2=O)cc1	0.6	-2	-6	-0.3	-2.7	-2	-2	0.2	-14	0.3	1.5
COc1ccccc1NC(=O)N1CCC(NC(=O)C(Cc2ccccc2F)NC(C)=O)CC1 (centres undefined)	-0.9	-3	-4	0.1	2.0	0	0	1.9	0	-0.7	0.6
CCN(CC)S(=O)(=O)c1cccc(-c2n[nH]c(=S)n2/N=C/c2ccc(C(=O)OC)cc2)c1	-4.0	-5	-12	-0.3	-1.0	-1	-4	1.6	7	-2.0	-0.5
COc1ccccc1-c1ccc([C@@H]2C[C@H]3[C@@H](CN2)CON3C)cc1	0.7	-1	-2	0.3	4.2	2	4	-1.6	-2	-0.9	-0.2
CCOC(=O)C1(P(=O)(c2ccccc2)c2ccccc2)CCC1	1.4	-5	-5	0.1	0.9	-2	-4	-0.8	4	-0.8	-0.6
COc1ccc2c(=O)c(Oc3ccc(C(=O)O)cc3)c(C(F)(F)F)oc2c1	3.5	4	0	4.2*	10	6	1	2.4	3	0.9*	-2.3
O=C([C@@H]1CC=C[C@@H]2CCN(C3CCCCC3)C(=O)[C@@H]21)N1CCN(c2ccccc2)CC1	-0.8	5	-6	-0.1	0.8	-1	-1	0.3	3	-1.2	-0.1
O=C(CCCN1C(=O)/C(=C/c2cccs2)SC1=S)Nc1ccccn1	-0.8	-1	6	0.6	-2.3	4	-9	-0.8	14	-1.0	0.2
Cc1ccc(NC(=O)COC(=O)C2COc3ccccc3O2)cc1 (centres undefined)	-1.1	-3	-8	-1.4	0.6	-1	3	0.1	8	-1.1	1.1
O=C(Cn1nc(-c2ccccc2)c2ccccc2c1=O)Nc1cccc(O)c1	-0.3	0	2	-0.7	-0.6	-3	7	-1.0	-21	-1.2	-2.0
CC(C)(C)Nc1c2ccccc2nc2ccccc12	-2.8	1	i	-0.2	0.6	1	3	0.4	1	-1.1	-0.5
CCC(C)[C@H](NC(=O)NC1CCN(Cc2ccccc2)CC1)C(=O)OC (some centres undefined)	0.2	5	6	0.0	1.0	-1	4	1.3	-3	-1.4	0.9
COc1ccccc1-c1coc2c(CN3CCOCC3)c(O)ccc2c1=O	1.1	-2	i	0.0	-0.6	0	0	1.9	-1	0.3	0.8
O=C(c1cnn2c(C(F)F)cc(C3CC3)nc12)N1CCCC1	-2.2	4	-19	0.0	-3.5	-4	-6	-1.7	1	-1.2	-0.1
COc1ccc2c(c1)CCCN2C(=O)C1CCCN(S(=O)(=O)c2cc(OC)ccc2OC)C1 (centres undefined)	-0.8	-9	-8	-0.9	-0.5	-2	-3	.	-1	-1.6	.
O=C(c1ccc(OC2CCN(CCc3ccccc3)CC2)cc1)N1CCCC(CCCO)C1 (centres undefined)	-3.3	3	8	-1.9	0.3	1	-1	-1.4	-9	-1.5	-2.1
COc1ccc(S(=O)(=O)N2CCCC(C(=O)NCc3ccc(F)cc3)C2)cc1 (centres undefined)	0.4	-2	1	-0.2	-1.2	-2	5	0.2	3	-1.3	1.1
O=C(COC(=O)C1CC(=O)N(c2nc(-c3ccccc3)cs2)C1)c1ccccc1 (centres undefined)	1.3	-6	-5	-0.2	0.7	-5	8	1.0	1	-1.1	1.4
CCN(C(=O)CSc1nc2cc(C(F)(F)F)ccc2n1Cc1ccccc1)C1CCS(=O)(=O)C1 (centres undefined)	-0.9	2	1	0.4	-2.8	2	-15	1.1	2	-0.5	0.0
Cc1ccnc(NC(=O)c2cc3cc(F)ccc3s2)c1	9.9*	-8	-3	3.3	22*	6	2	4.2	11	2.4*	2.4
O=C1C=C(NC2CCCC2)CC(c2ccccc2)C1 (centres undefined)	-1.2	10	-2	-0.2	-1.8	-1	-1	1.5	2	-1.6	.
CSc1nc2sc3c(c2c(=S)[nH]1)CC(C)(C)OC3	1.7	-1	-24	0.1	-0.9	-1	7	2.2	15	-0.5	0.0
COc1ccc2c(C)c(C(=O)O)oc2c1	-2.6	-1	-128	0.2	0.5	-1	-2	0.1	3	-0.8	-1.4
COc1cccc(Nc2ccc(N3CCCCC3)cc2)c1OC	0.1	-1	-9	1.3	5.3	2	-3	-1.9	7	-0.8	-0.2
COc1ccc(CN2CCC(CNC(=O)Nc3ccc(C)c(F)c3)CC2)cc1	1.4	2	3	0.8	7.7	-1	-4	.	-16	-1.4	.
O=C(Cn1cc([N+](=O)[O-])cn1)Nc1ccn(Cc2c(F)c(F)c(F)c(F)c2F)n1	-0.6	-7	9	-1.2	0.1	-2	-2	-0.5	3	-1.6	0.4
COc1ccc2nc(C)cc(Sc3nc4ccccc4s3)c2c1	-4.9	-5	-9	-1.6	-7.0	-5	-19	-5.9	0	-2.1	-3.7

Single records, from the list above.
CCC(C)[C@H](NC(=O)NC1CCN(Cc2ccccc2)CC1)C(=O)OC (some centres undefined) in the list: hcDAF-12 act = 0.2; NPR2 activator = 5; ADAM10 inh = 6; DAX1 inh-1 = 0.0; hgDAF-12 ag = 1.0; SMARCA2 act = -1; NPR1 activator = 4; FXN GAA850 act = 1.3; sPLA2-III inh = -3; ssDAF-12 act = -1.4; DAX1 inh-2 = 0.9
Cc1cccc(N(C(=O)Nc2ccccc2)C2=NCC(C)S2)c1 (centres undefined) in the list: hcDAF-12 act = 2.4; NPR2 activator = 4; ADAM10 inh = -5; DAX1 inh-1 = 0.8; hgDAF-12 ag = 15*; SMARCA2 act = 1; NPR1 activator = 3; FXN GAA850 act = 3.2; sPLA2-III inh = 6; ssDAF-12 act = -0.8; DAX1 inh-2 = 3.6

(more compounds)
canonical_smiles	hcDAF-12 act	NPR2 activator	ADAM10 inh	DAX1 inh-1	hgDAF-12 ag	SMARCA2 act	NPR1 activator	FXN GAA850 act	sPLA2-III inh	ssDAF-12 act	DAX1 inh-2
CCc1ccc(-c2ccc3nnc(SC)n3n2)cc1	2.0	0	-39	0.3	6.5	1	2	2.1	8	-0.7	0.2
COc1cc(OC)c(OC)cc1CNc1nnnn1C	-2.8	0	0	0.3	-2.0	-2	-2	1.0	-3	-1.5	1.3
CCCCC(=O)N1CCN(c2nc(-c3ccc(F)cc3)cs2)CC1	-2.5	6	-2	-0.8	0.1	-3	5	-0.2	5	-0.6	-1.1
CC(=O)Nc1nc(NC(=O)C(Cl)(Cl)Cl)n(-c2ccccc2)n1	-1.3	-6	0	0.0	-0.6	-2	5	-0.1	0	-1.2	2.1
CCCCN(C(=O)C1CCN(C(=O)c2ccccc2C)CC1)c1c(N)n(CC(C)C)c(=O)[nH]c1=O	-0.2	-2	-5	0.5	-1.3	0	0	1.5	1	-1.1	-0.2
COc1ccc(C(=O)CSc2cc(C)nc(SCC(=O)c3ccc(C)cc3)n2)cc1	0.2	13	-19	0.8	0.8	-1	8	1.7	-14	-1.3	1.4
Cc1ccc(-c2cc(C(=O)Nc3cc(C)ccc3O)no2)cc1	0.0	2	-10	-0.6	1.9	3	0	1.4	4	-1.4	0.9
CCN1C(=O)c2cccc3c(Cl)ccc(c23)C1=O	-1.2	-4	-74	2.3	0.0	-3	3	1.4	9	-1.5	-0.5
Cn1cc(CCNC(=O)c2ccc3nc(Cc4ccccc4F)oc3c2)cn1	4.0	0	-1	5.0*	12*	2	0	4.9	-4	-0.7	2.4
c1ccc2c(C3OCC4(CCCCC4)CO3)cccc2c1	-1.1	-1	1	1.5	1.1	2	-9	2.1	-3	0.2	0.7
COc1cc(C2(c3ccc(O)c(OC)c3)C(=O)Nc3c(C)cc(Br)cc32)ccc1O	-1.6	-18	14	0.1	-1.4	-2	-38	2.2	-60	-2.0	0.6
CN1CCN(/C(=N\S(=O)(=O)c2ccc(F)cc2)c2ccccc2)CC1	-1.8	2	3	0.5	0.9	1	0	0.7	-5	-0.9	0.8
CCO[C@H]1OC(C(=O)NCc2nc3ccccc3[nH]2)=C[C@@H](C2CC2)[C@@H]1CCCO	0.6	-2	-1	-1.4	-3.1	-1	-4	-3.1	0	0.1	-1.9
Cc1ccc(CNC(=O)CCS(=O)(=O)c2ccc(Br)cc2)cc1	1.2	8	-4	0.1	-4.8	1	0	2.5	-1	-1.9	0.9
N#Cc1cccnc1Nc1ccc(Cl)cc1	3.2	-7	5	-0.1	0.4	-4	-4	1.0	0	-0.3	-1.5
O=C(Nc1ccc(N2CCN(C(=O)c3cccs3)CC2)cc1)c1ccccc1Cl	-4.5	-2	-4	-1.3	-1.5	-3	-2	-2.6	2	-1.7	-0.4
S=c1[nH]nc(-c2cccs2)n1/N=C/c1c(Cl)cccc1Cl	-1.1	1	-16	0.0	-1.1	0	3	-1.2	-16	-1.2	3.8
O=C(c1cccnc1)N(Cc1ccccc1)C1(C(=O)Nc2ccccc2)CCCCC1	-2.2	2	10	-0.6	-2.2	3	-6	0.9	3	-1.7	-0.2
CCCCC[C@H](C)N1C[C@@H](COCc2ccccc2)Oc2cc(N3CCC[C@H]3CO)ccc2S1(=O)=O	0.4	5	17	-0.2	0.8	-1	1	.	-18	-1.1	.
COCCCNC(=O)[C@H](Cc1ccccc1)NC(=O)CC[C@H]1O[C@@H](n2ccc(=O)[nH]c2=O)[C@H](O)[C@@H]1O	2.8	2	-5	-0.1	-2.8	2	-1	.	3	-0.5	.
COc1ccccc1N(Cc1cc2ccc(C)cc2[nH]c1=O)C(C)=O	-0.8	0	-21	-0.3	-0.8	1	-12	1.9	-6	-1.2	3.7
COc1ccc(C(C(=O)OC(C)CN(C)C)c2ccccc2)cc1 (centres undefined)	-0.5	-23	-4	-0.6	-1.7	-1	-27	-0.3	-1	-1.6	0.3
Cc1ccc(/C=C2/NC(=O)[C@H](C)NC2=O)cc1	0.9	-2	0	0.7	0.7	8.4*	2	3.2	2	-0.8	-0.1
CCN(CC)C(=O)Cc1c(OC)ccc2cc(Br)ccc12	0.1	-9	1	0.6	-0.1	0	-4	-1.9	-1	-1.5	1.2
O=C(Cc1cccs1)NC1CCCCN(Cc2ccc(Cl)cc2)C1=O (centres undefined)	1.5	2	0	-0.8	1.4	-2	3	.	-4	-0.8	.
CC(=O)Nc1ccc(C(=O)NC2CCCC2)cc1	-1.4	-4	2	0.3	1.0	-1	4	1.5	2	-1.0	2.0
NS(=O)(=O)c1ccc(NC(=O)CCC(=O)O)cc1	-1.7	0	-8	1.8	0.3	0	-1	0.2	1	-1.0	.
O=C(Nc1nnc(-c2ccccc2)o1)c1cccc(S(=O)(=O)N2CCOCC2)c1	-0.4	0	5	-1.3	4.6	4	3	-1.0	-17	-0.8	1.2
